ROMK primary: modulates human ROMK potassium channel activity | P48048 | Tet-inducible ROMK, thallium flux fluorescence; actives lie on both sides | B-score at 10 µM | 130,000 tested, 2% active;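 active = signal ratio slope over the read window, or its plate-corrected B-score, at least 3 SD from the plate mean, either direction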;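 also: B-score of the F/F0 ratio slope over 7 to 12 s after thallium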
Target sequence (P48048 whole entry, looked up): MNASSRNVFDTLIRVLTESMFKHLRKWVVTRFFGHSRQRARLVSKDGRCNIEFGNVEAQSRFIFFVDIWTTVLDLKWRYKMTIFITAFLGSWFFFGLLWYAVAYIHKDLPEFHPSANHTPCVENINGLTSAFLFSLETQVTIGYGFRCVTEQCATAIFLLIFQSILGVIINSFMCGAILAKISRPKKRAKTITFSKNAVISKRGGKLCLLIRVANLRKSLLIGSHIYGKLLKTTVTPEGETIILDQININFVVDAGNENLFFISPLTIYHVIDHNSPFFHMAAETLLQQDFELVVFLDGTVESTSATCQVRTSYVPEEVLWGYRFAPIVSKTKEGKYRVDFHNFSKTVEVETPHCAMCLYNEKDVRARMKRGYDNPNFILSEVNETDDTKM
S1P3 antag: S1P3 (human) receptor antagonism. Q99500. CHO S1P3 NFAT-BLA reporter, FRET fluorescence, antagonist mode. inhibition, % at 4.98 µM. 170,000 tested, 0.27% active. AID 485;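 active = inhibition above the plate cutoff, the mean inhibition of test wells on that plate plus 3 SD, cut at about 28% in these data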;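 also: cells challenged with S1P at its EC80 of 0.8 µM; blue over green emission ratio from cleaved BLA substrate after 4 h stimulation; 0% = S1P-stimulated wells and 100% = unstimulated DMSO-only wells; some compounds past the cut are filed as inactive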
Target sequence (Q99500 whole entry, looked up): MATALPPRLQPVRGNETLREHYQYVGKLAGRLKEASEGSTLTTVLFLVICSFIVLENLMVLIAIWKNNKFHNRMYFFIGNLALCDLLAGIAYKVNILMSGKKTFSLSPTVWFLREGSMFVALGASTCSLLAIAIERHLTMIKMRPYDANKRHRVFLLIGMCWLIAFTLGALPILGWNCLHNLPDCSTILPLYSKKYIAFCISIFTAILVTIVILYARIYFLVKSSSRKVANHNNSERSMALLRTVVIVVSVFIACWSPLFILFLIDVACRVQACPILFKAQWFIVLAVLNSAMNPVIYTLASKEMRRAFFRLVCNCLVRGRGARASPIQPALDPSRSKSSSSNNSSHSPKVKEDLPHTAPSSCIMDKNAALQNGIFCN
G6PDH CS: L. mesenteroides G6PDH inhibition counter-screen; Purified L. mesenteroides G6PDH, diaphorase/resazurin coupled fluorescence, 45 min; inhibition, % at 5 µM; 200,000 tested, 0.12% active; AID 1020; in the data active = inhibition above about 50%
Diaphorase act: diaphorase activation or chemical reduction counter-screen. Diaphorase/resazurin coupled assay, resorufin fluorescence, 16 min; active compounds read high; 1 = vehicle wells, 0 = NADH-free wells. activation factor at 20 µM. AID 1229. 190,000 tested, 0.005% active;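 active = diaphorase activity raised at least twofold by the compound at 20 µM; inactive = activation factor below 2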
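Measured by – red resorufin fluorescence at 544/590 nm excitation/emission · Test system – Clostridium kluyveri diaphorase, purified enzyme · Incubation – reaction time 16 min, room temperature · Buffer or medium – 50 mM HEPES pH 7.4 with 4.542 mM MgCl2, 0.005% Tween 20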
PPARg SRC-2 ag: agonists of SRC-2 recruitment by human PPARgamma; P37231; 200,000 tested, 0.34% active; AID 1032; PPARgamma LBD-SRC-2 recruitment, biochemical; activation, % at 8 µM; in the data active = activation above about 22%;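 also: 0% = vehicle and 100% = reference agonist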
PMI act hi M6P: activators of human phosphomannose isomerase at near-saturating mannose 6-phosphate; P34949; coupled PMI enzyme assay, resazurin fluorescence, 20 min; active compounds read high; 1 = untreated enzyme, 0 = substrate-free blank; activation factor at 20 µM; 190,000 tested, 0.34% active;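 active = activation factor of 2 or more at 20 µM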
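Material: human phosphomannose isomerase with PGI, G6PDH, diaphorase coupling enzymes. Quantity: 15 ng/mL PMI. Medium: HEPES pH 7.4 buffer with MgCl2 and Tween-20. Reagent: Near-saturating mannose-6-phosphate, 1.0 mM. Compound: 20 µM single dose. Times: enzyme reaction with compound 20 min at room temperature. Detection: resorufin fluorescence at Ex 544/Em 590 nm.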
PMI act: activators of human phosphomannose isomerase. 190,000 tested, 0.005% active. activation factor at 20 µM. P34949. purified human PMI, coupled resazurin fluorescence, 20 min; active compounds read high; 1 = vehicle control, 0 substrate-free wells;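 active = activation factor of 2 or more at 20 µM, relative to plate controls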
TR-FRET SRC-2 ct: TR-FRET artefact, counter-screen to PPARgamma/SRC-2 agonist assay; 200,000 tested, 0.4% active; TR-FRET ratio at 8 µM; active compounds read high; in the data active = TR-FRET ratio above about 2000; also: inactives centre near 1500
Diaphorase inh: diaphorase inhibition or chemical oxidation counter-screen | diaphorase resazurin-to-resorufin fluorescence, NADH, 16 min; bacterial (C. kluyveri) enzyme, not human | inhibition, % at 20 µM | 190,000 tested, 0.69% active;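 active = primary screen inhibition at 20 µM above a set limit, cut at about 50% in these data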;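 also: plate controls were DMSO with full reaction for no effect and wells lacking NADH for full effect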
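System: Diaphorase enzyme from Clostridium kluyveri | Amount: Enzyme working solution with 0.14 U/mL diaphorase | Benchmarks: No-NADH positive control and DMSO neutral control | Signal: Fluorescence of resorufin formed from resazurin, Ex 544/Em 590 nm | Schedule: 16-min room-temperature incubation before reading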
PPARg SRC-1 ag: PPARgamma-driven SRC-1 recruitment agonism. PPARgamma-SRC-1 coactivator recruitment biochemical assay. P37231. activation, % at 8 µM. 200,000 tested, 0.41% active; in the data active = activation above about 19%;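 also: 0% = DMSO and 100% = reference agonist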
PPARg SRC-3 ag: promotes SRC-3 coactivator recruitment by human PPARgamma; P37231; biochemical PPARgamma/SRC-3 coactivator recruitment assay; activation, % at 8 µM; 200,000 tested, 0.26% active; AID 731; in the data active = activation above about 23%;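 also: 0% = DMSO and 100% = reference agonist; some compounds past the cut are filed as inactive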
* hit, by the source's call; . = no result given. Compounds as they come; overall some 3.3% were active at least once.

SMILES | ROMK primary | S1P3 antag | G6PDH CS | Diaphorase act | PPARg SRC-2 ag | PMI act hi M6P | PMI act | TR-FRET SRC-2 ct | Diaphorase inh | PPARg SRC-1 ag | PPARg SRC-3 ag
CC(=O)OC(C(=O)NCc1ccco1)c1cccnc1 (stereo not given) | 0.11 | 0 | -7 | 0.8 | -4 | 1 | 0.9 | 1481 | 16 | -3 | -4
COc1ccccc1N1CCN(CCCCCCOc2ccc(F)cc2)CC1 | -4.5* | -11 | 0 | 0.9 | 5 | 1.2 | 1.3 | 1454 | 10 | 2 | 0
CCC(=O)N1CCc2cc(OC)c(OC)cc2C1COc1ccccc1OC (stereo not given) | 0.49 | -11 | 1 | 0.9 | -9 | 1 | 1 | 1604 | 7 | -5 | -1
O=C(CNS(=O)(=O)c1ccccc1)OCC(=O)c1ccc(OC(=O)c2ccccc2)cc1 | 0.35 | . | 6 | 0.9 | 5 | 1 | 1 | 1718 | 9 | 7 | 6
COc1ccc(Cn2cnc3c([N+](=O)[O-])c(C)c(C)cc32)cc1 | . | . | -1 | 0.7 | 3 | 0.9 | 0.9 | 1481 | 26 | 8 | 10
CC(C)CC(=O)Nc1nc2ccc(S(=O)(=O)N3CCOCC3)cc2s1 | . | . | 3 | 0.8 | -4 | 1 | 1 | 1254 | 17 | -2 | 6
Cc1ccccc1OCc1nc2ccccc2c(=O)n1N | . | . | 3 | 0.8 | 7 | 0.9 | 0.9 | 1574 | 17 | 4 | -3
CCN(CC)C(=O)CSc1nc(O)cc(=O)n1-c1ccccc1OC | 0.0095 | -17 | 12 | 1.1 | -3 | 1.1 | 1.1 | 1608 | -13 | -3 | -4
CCCn1c(=O)c2ccccc2n2c(SCC(=O)/C(C#N)=C(\C)N)nnc12 | . | 11 | 0 | 0.9 | -4 | 1 | 1 | 1501 | 14 | 7 | -2
CCOC(=O)N1CCN(C(=O)C(NS(=O)(=O)c2cccc3nsnc23)c2ccccc2)CC1 (stereo not given) | . | -28 | -5 | 0.9 | -6 | 0.9 | 0.9 | 1687 | 8 | 2 | -4
Cc1ccsc1CN(C)C(=O)CCc1nnc(COc2ccccc2)o1 | -0.11 | -14 | 8 | . | 0 | . | . | 1481 | . | 3 | -2
Cc1ccc(NC(=S)NC2CC3CCC(C2)N3Cc2ccco2)cc1C (stereo not given) | . | . | 6 | 0.9 | 5 | 1 | 1 | 1327 | 9 | -7 | -1
NC(=O)C1CCN(CCC(=O)Nc2ccc(Br)cc2)CC1 | -0.65 | . | 5 | 1.1 | -4 | 1.1 | 1 | 1484 | -6 | 2 | -15
O=C(O)/C=C/C(=O)Nc1ccc(S(=O)(=O)N2CCCC2)cc1 | . | -10 | 6 | 1 | -4 | 1.3 | 1.3 | 1396 | -4 | -2 | 2
CC1c2nc3ccccc3n2C(CC(=O)NC2CC2)C(=O)N1Cc1ccccc1 (stereo not given) | . | -7 | 16 | 1 | 9 | 1.1 | 1.1 | 1406 | 3 | 5 | -2
Cn1c(=O)c(Nc2ccc(O)cc2)c2c3c(cccc31)C(=O)c1ccccc1-2 | -2.2 | 22 | -2 | 0.5 | 2 | 0.7 | 1 | 1528 | 46 | 0 | 4
COC(=O)CCc1c(C)c(C(=O)c2ccco2)c2ccccn12 | . | -2 | 0 | 0.9 | 8 | 1.2 | 1.1 | 1629 | 7 | 9 | -3
O=C(NCCCN1CCOCC1)c1ccccc1NS(=O)(=O)c1ccc(Br)cc1 | 0.86 | -20 | -3 | 0.9 | 5 | 1 | 1.2 | 1737 | 6 | 4 | -3
CCOc1ccccc1NC(=O)C1CCCN(S(=O)(=O)c2cccc3cccnc23)C1 (stereo not given) | . | -21 | 8 | 1 | 12 | 0.9 | 0.9 | 1677 | 4 | 1 | 9
O=Cc1c(N2CCCCCC2)nc2ccccn2c1=O | 0.45 | . | 9 | 1 | 3 | 1.1 | 1.1 | 1591 | 0 | 0 | -1
C/C(=N\OC(=O)c1ccc(Cl)cc1)c1sc(-c2ccccc2)nc1C | 0.011 | . | 3 | 1 | 4 | 1 | 1.1 | 1516 | 2 | 7 | 5
C=CCNc1nc(SCC=C)nc2ccsc12 | . | . | 17 | 0.9 | 0 | 1 | 1 | 1698 | 8 | -5 | 3
CCOc1ccc(N(CC(=O)NCc2ccco2)S(=O)(=O)c2ccc(OC)c(OC)c2)cc1 | -0.04 | -3 | 19 | 0.9 | 7 | 0.9 | 0.9 | 1490 | 6 | 2 | 4
CCC(=O)N1CCC(C(N)=O)(N2CCCCC2)CC1 | . | -14 | 4 | 0.9 | 0 | 1 | 1 | 1548 | 8 | -2 | -1
C/C=C/C=N/NC(=O)CN(c1ccc(Br)cc1)S(=O)(=O)c1ccccc1 | 0.95 | -3 | -1 | 0.7 | 12 | 0.9 | 0.9 | 1492 | 30 | -4 | 3

4 structures from above, ordered by SMILES length, low to high.
SMILES | ROMK primary | S1P3 antag | G6PDH CS | Diaphorase act | PPARg SRC-2 ag | PMI act hi M6P | PMI act | TR-FRET SRC-2 ct | Diaphorase inh | PPARg SRC-1 ag | PPARg SRC-3 ag
CC(=O)OC(C(=O)NCc1ccco1)c1cccnc1 (stereo not given) | 0.11 | 0 | -7 | 0.8 | -4 | 1 | 0.9 | 1481 | 16 | -3 | -4
CCC(=O)N1CCc2cc(OC)c(OC)cc2C1COc1ccccc1OC (stereo not given) | 0.49 | -11 | 1 | 0.9 | -9 | 1 | 1 | 1604 | 7 | -5 | -1
CC(C)CC(=O)Nc1nc2ccc(S(=O)(=O)N3CCOCC3)cc2s1 | . | . | 3 | 0.8 | -4 | 1 | 1 | 1254 | 17 | -2 | 6
C/C(=N\OC(=O)c1ccc(Cl)cc1)c1sc(-c2ccccc2)nc1C | 0.011 | . | 3 | 1 | 4 | 1 | 1.1 | 1516 | 2 | 7 | 5

Going on with the list.
SMILES | ROMK primary | S1P3 antag | G6PDH CS | Diaphorase act | PPARg SRC-2 ag | PMI act hi M6P | PMI act | TR-FRET SRC-2 ct | Diaphorase inh | PPARg SRC-1 ag | PPARg SRC-3 ag
COc1ccc(Cl)cc1CSc1n[nH]c(C)n1 | . | 7 | 1 | 0.8 | 5 | 0.9 | 0.8 | 1605 | 17 | -2 | 1
CC1(C)CC(=O)c2cnc(NC3CC3)nc2C1 | 0.0038 | -12 | 15 | 1 | 2 | 1.1 | 1 | 1563 | 0 | -5 | 0
CCCNC(=O)NC(=O)CSc1ncc(C(F)(F)F)cc1Cl | 0.53 | 2 | 2 | 0.9 | 3 | 1 | 1.1 | 1552 | 14 | 10 | 4
Fc1ccccc1NC(=S)N(CCN1CCCCC1)Cc1ccco1 | -0.17 | -7 | 1 | 0.9 | 5 | 1 | 1 | 1607 | 8 | 6 | -1
CCNc1ccc(S(=O)(=O)NCCN(C)C)cc1[N+](=O)[O-] | 0.013 | -24 | 1 | 0.9 | 5 | 1 | 0.9 | 1403 | 8 | -4 | 9
CC1(C)Cc2ccccc2C(/C(=N\Nc2cccc(Cl)c2)C(N)=O)=N1 | -1.6 | -4 | -6 | 0.8 | 0 | 0.9 | 0.8 | 1585 | 19 | 8 | 6
CCN(CC)S(=O)(=O)c1ccc(C)c(NC(=O)CSc2nc3ccccc3[nH]2)c1 | -0.69 | 4 | 11 | 0.8 | 12 | 0.9 | 0.8 | 1691 | 23 | 8 | 7
CC(C)C(NC(=O)c1ccco1)C(=O)OCC(=O)Nc1ccc(C(N)=O)cc1 (stereo not given) | 0.33 | -6 | 8 | 1 | -2 | 1 | 1.1 | 1685 | 2 | 0 | -3
COc1cc(/C=C2\SC(=S)NC2=O)ccc1OS(=O)(=O)c1ccccc1 | -2.3 | -7 | -7 | 0.7 | 0 | 0.8 | 0.7 | 1694 | 32 | 6 | 3
CC(=O)O[C@]1(C(C)=O)CC[C@H]2[C@@H]3C=C(Cl)C4=CC(=O)CC[C@]4(C)[C@H]3CC[C@@]21C | . | -4 | 12 | 0.9 | 2 | 0.9 | 1 | 1579 | 6 | 11 | 1
COC(=O)c1c(C)nc(C)c2c(=O)oc3ccccc3c12 | . | -21 | 11 | 1 | -1 | 1 | 1 | 1575 | -2 | -4 | 1
COC(CN(C(=O)CCl)C(C(=O)NC1CCCC(C)C1C)c1ccc(C)cc1)OC (stereo not given) | -0.01 | -12 | -9 | 1 | -2 | 1.2 | 1.2 | 1595 | -3 | 1 | 0
CCc1nnc(NC(=O)c2cccnc2)s1 | 0.57 | . | 11 | 0.9 | 7 | 1 | 1 | 1433 | 14 | -3 | -10
CCCn1nc(CC(=O)OCC)c2ccccc2c1=O | . | . | 4 | 0.9 | 3 | 1 | 1.1 | 1482 | 9 | 8 | 7
CC(C)(C)NC(=O)CSC(=Nc1ccc(F)cc1)NC#N | . | . | 5 | 0.8 | 14 | 0.9 | 0.9 | 1609 | 18 | 4 | 0
O=C1OCCC1Sc1nnc(-c2cccc(Br)c2)o1 (stereo not given) | 0.29 | . | -4 | 0.9 | 19 | 1 | 0.9 | 1858 | 12 | 10 | 21
CC(NC(=O)CSc1nc(=O)cc(N)n1-c1ccccc1)c1ccccc1 (stereo not given) | 0.083 | 6 | 5 | 1 | -1 | 1.1 | 1.1 | 1512 | 3 | -2 | 2
COC(=O)c1ccccc1OC(=O)c1ccc(Br)o1 | . | -12 | -2 | 1 | -1 | 0.9 | 0.9 | 1653 | 4 | -1 | 2
O=C(Nc1ccc2c(c1)C(=O)N(c1ccccc1)C2=O)c1cccs1 | . | -3 | 12 | 0.9 | 2 | 0.9 | 0.9 | 1634 | 13 | -2 | -2
CCN(CC)c1ccc(/C=N/N2CCN(Cc3cccc4ccccc34)CC2)c(O)c1 | 1.2 | . | 10 | 0.8 | 8 | 0.7 | 0.8 | 1582 | 19 | -2 | 4
COc1ccc(-c2nc3cc([N+](=O)[O-])ccc3o2)cc1OC | 0.018 | -12 | 10 | 1.1 | -1 | 1 | 0.9 | 1209 | -7 | -8 | 2
O=C(COC(=O)c1ccc(F)cc1F)NC1CC1 | 0.72 | 12 | 12 | 0.9 | 6 | 0.9 | 0.9 | 1409 | 14 | -2 | -2
Cc1cc(CNC(=O)Cc2c(F)cccc2Cl)nn1C | 1.3 | 10 | 7 | 0.9 | 6 | 0.8 | 0.8 | 1573 | 14 | 3 | 15
O=C1CCCc2nc3c(cc21)C(O)Oc1c-3ccc2ccccc12 (stereo not given) | -0.93 | 3 | -3 | 1 | 0 | 1 | 1 | 1628 | 4 | 1 | 3
O=C(Cn1c(-c2ccccn2)nc2ccccc21)N/N=C/c1ccccn1 | -0.25 | -17 | 9 | 0.9 | 4 | 0.9 | 0.9 | 1877 | 5 | 2 | 3

Screening data as filed in PubChem.
